Source: PubChem
Myeloid diff MLP – compounds promoting myeloid differentiation | ER-HoxA9 myeloid progenitors, lysozyme-GFP differentiation, flow cytometry | calls only at 10 µM | 360,000 tested, 1% active | AID 624256;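 active means normalized GFP-positive differentiation at or above the plate's own cutoff, the solvent-only control mean plus 3 SD; inconclusive means no clear call, values can overlap the other calls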;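 further: cells exposed to compound for four days before flow analysis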
Myeloid diff MLP GFP+ MAC1+ % – also measured in Myeloid diff MLP; calls as there; GFP+ MAC1+ double positive, %; measured here: differentiation confirmed by MAC1 staining
The depositor's hits bear a star; i = inactive; ? = inconclusive; . = no result given; + = active, no number. This is a subset; count on the stated rates, not on these rows.

mol | Myeloid diff MLP | Myeloid diff MLP GFP+ MAC1+ %
NC(c1csc(NC(=O)c2cccc(OC(F)(F)F)c2)n1)c1ccccc1Cl (stereo not drawn) | + | 2.7*
Cc1ccc(Cc2c(C3CCCCC3)nc3ccc(C)cn23)cc1 | i | 0.3
Cc1cccc(C)c1-c1ccc(CN2C(CC(C)C)C(=O)N(Cc3cn(CCO)nn3)CCS2(=O)=O)cc1 (stereo not drawn) | i | 0.5
O=C(c1ccco1)N1CCN(C(=O)c2ccc(Br)o2)CC1 | i | 1.5
CC1CCN(S(=O)(=O)N2CCC(C(=O)NCc3ccc(F)cc3Cl)CC2)CC1 | i | 0.7
O=C1C=CC(=O)N1c1ccc(-c2nc3ccccc3o2)cc1 | i | 0.5
Clc1ccc2c(-c3ccccc3)nc(-c3cccs3)nc2c1 | i | 1.3
O=C(NCCc1c[nH]c2ccccc12)c1ccc([N+](=O)[O-])o1 | + | 4.8*
CCc1nc2ccc(C(=O)NCc3ccccc3OC)cn2c1N(C)Cc1ccc(OC)cc1 | i | 0.6
C[C@@H]1CN([C@H](C)CO)C(=O)CCCn2cc(nn2)CO[C@H]1CN(C)C(=O)CCC(F)(F)F | i | 0.5
c1ccc2scnc2c1 | i | 1.2
O=C(Nc1ccn(CCCNCC2CCCO2)c(=O)n1)OCc1ccccc1 (stereo not drawn) | i | 0.3
Cc1cnc(C(=O)Nc2c(-c3ccccc3)[nH][nH]c2=O)cn1 | i | 2.1
CC1(C(=O)Nc2ccc3c(c2)OCCO3)CSCC(=O)N1CCCN1CCOCC1 (stereo not drawn) | i | 1.5
C[C@@H]1CN([C@@H](C)CO)S(=O)(=O)c2ccc(-c3cccc(C#N)c3)cc2O[C@@H]1CN(C)C(=O)c1ccc(F)cc1 | i | 1.3
Cn1ccc2c(-c3ccc(C(N)=O)cc3)cc3c(c21)C1CCC3C1 (stereo not drawn) | i | 1.0

Compound profiles (already shown):
Shown for Cc1cnc(C(=O)Nc2c(-c3ccccc3)[nH][nH]c2=O)cn1 : Myeloid diff MLP = i; Myeloid diff MLP GFP+ MAC1+ % = 2.1
Shown for C[C@@H]1CN([C@H](C)CO)C(=O)CCCn2cc(nn2)CO[C@H]1CN(C)C(=O)CCC(F)(F)F : Myeloid diff MLP = i; Myeloid diff MLP GFP+ MAC1+ % = 0.5
Shown for c1ccc2scnc2c1 : Myeloid diff MLP = i; Myeloid diff MLP GFP+ MAC1+ % = 1.2

Next part:
mol | Myeloid diff MLP | Myeloid diff MLP GFP+ MAC1+ %
CC(O)(c1ccc(F)c(F)c1)c1nc(-c2cccc3cccnc23)cs1 (stereo not drawn) | i | 0.5
O=[N+]([O-])c1cccc(N=Cc2ccccc2)c1 | i | 1.2
CN(C)CCC(C(=O)c1ccccc1)c1cccnc1 (stereo not drawn) | i | 0.9
COc1cccc(-c2cccc3c2NC(=O)C3(C)Cc2cccc(F)c2)c1 (stereo not drawn) | i | 1.5
O=C(COc1ccc(Cl)cc1Cl)NCCN1CCCCC1 | i | 1.1
O=C(NCCC(F)(F)F)C1Cc2c(-c3cccc(F)c3)ccnc2O1 (stereo not drawn) | i | 0.5
Clc1ccccc1NN=Cc1ccccn1 | i | 0.7
COc1ccc(C(C)(C)C)cc1NC(=O)CN(C)C1=NS(=O)(=O)c2ccccc21 | i | 0.6
COc1ccc(CN2CCC3CC2c2cc(Cl)ccc23)cc1 (stereo not drawn) | i | 1.3
COc1ccccc1-c1noc2c1C(=O)N(C(=O)OC(C)(C)C)CC2 | i | 0.3
COC(=O)[C@@]1(Cc2ccc(OC)cc2)[C@H]2c3cc(C(=O)N4CCCC4)n(Cc4ccc(OC(F)(F)F)cc4)c3C[C@H]2CN1C(=O)c1ccccc1 | i | 1.0
O=[N+]([O-])c1ccc(C=NNC(=S)Nc2ccc(F)cc2)cc1 | i | 0.8
COCCNC(=O)C1(C)CCCN(C(=O)c2cc(C)oc2C)C1 (stereo not drawn) | i | 0.2
OC[C@@H]1CN(Cc2ccc(F)cc2)C[C@H](n2cnc3c(N4CCN(c5ccccc5)CC4)ncnc32)O1 | i | 0.7
O=C(CSc1n[nH]c(=O)n1CCc1ccccc1)NC1CCCC1 | i | 0.9
Cc1nc(NCc2ccco2)c2cn[nH]c2n1 | i | 0.8
C[C@H](CO)N1C[C@H](C)[C@@H](CN(C)C(=O)CC2CC2)Oc2cc(Br)ccc2S1(=O)=O | i | 0.2
Cc1ccc(NC(=O)N2CCOCC2)cc1NC(=O)N1CCOCC1 | i | 0.6
O=C(C1CC(=O)N(c2ccc3c(c2)OCCO3)C1)N1CCN(S(=O)(=O)c2ccc(F)cc2)CC1 (stereo not drawn) | i | 1.0
CN(C1=NS(=O)(=O)N=C(N(C)c2ccccc2)O1)c1ccccc1 | i | 1.2
O=S1(=O)CC(N2CCN(c3ncccn3)CC2)CN1Cc1ccc(F)cc1 (stereo not drawn) | i | 1.2
C[C@@H]1CN([C@@H](C)CO)C(=O)c2cc(Br)cnc2O[C@@H]1CN(C)C(=O)Nc1ccc(F)cc1 | i | 0.4
Cc1cccc(C)c1NC(=O)C(c1ccnc2ccccc12)n1c(=O)c(-c2ccco2)nc2ccccc21 (stereo not drawn) | i | 3.8
CC(C)N1CCC(C)(C(=O)Nc2ccc(Cl)c(Cl)c2)C1 (stereo not drawn) | i | 1.0
CCSCCCn1[nH]c2ccccc2c1=O | i | 0.9
CCc1nc2ccc(C(=O)Nc3cc(-c4ccccc4)ccc3OC)cn2c1N(CCN(C)C)CC1CC1 | ? | .
COCCNC(=O)C1(C)CCN(C(=O)c2sccc2C)C1 (stereo not drawn) | i | 0.4
CN(C)CCN(Cc1ccccc1)C(=O)c1[nH]c(C(F)(F)F)nc1-c1ccccc1 | i | 1.3
COCCCn1c(=O)/c(=C/c2ccccc2OC(F)F)s/c1=C(\C#N)C(=O)NCCOC | i | 1.6
CC(=O)c1ccc(NC(=O)C(C)OC(=O)c2ccc(NS(=O)(=O)c3ccc4[nH]c(=O)[nH]c4c3)cc2)cc1 (stereo not drawn) | i | 0.5
COCC(=O)N1C[C@H]2CON(C)[C@H]2C[C@H]1c1cccc(-c2ccccc2OC)c1 | i | 0.2
COc1cc(C)ccc1S(=O)(=O)NC(=O)C1(C)CCN1C(=O)Cc1ccc(Cl)cc1Cl (stereo not drawn) | + | 2.7*

For convenience, part of the list above:
mol | Myeloid diff MLP | Myeloid diff MLP GFP+ MAC1+ %
CCSCCCn1[nH]c2ccccc2c1=O | i | 0.9
CCc1nc2ccc(C(=O)Nc3cc(-c4ccccc4)ccc3OC)cn2c1N(CCN(C)C)CC1CC1 | ? | .
COCCNC(=O)C1(C)CCN(C(=O)c2sccc2C)C1 (stereo not drawn) | i | 0.4
CN(C)CCN(Cc1ccccc1)C(=O)c1[nH]c(C(F)(F)F)nc1-c1ccccc1 | i | 1.3

(further entries)
mol | Myeloid diff MLP | Myeloid diff MLP GFP+ MAC1+ %
COc1cc(OC)cc(C2=Cc3ccccc3C(CC(C)=O)N2c2ccc(C#CCCO)cc2)c1 (stereo not drawn) | i | 1.5
O=C(Nc1ccc2c(c1)OCCO2)C(CCc1ccccc1)N1CCN(C/C=C/c2ccccc2)CC1 (stereo not drawn) | i | 2.6
Cc1ccc(CNc2ncnc3[nH]ncc23)cc1 | i | 0.3
CCOc1ccc(OCCC(=O)N(CCOC)c2c(N)n(Cc3ccccc3)c(=O)[nH]c2=O)cc1 | i | 1.2
Cc1cc(NCCCCCCCNc2cc(C)nc3cc([N+](=O)[O-])ccc23)c2ccc([N+](=O)[O-])cc2n1 | i | 1.9
CC(C)[C@@H]1Cc2[nH]c(=O)[nH]c(=O)c2[C@H](C)O1 | i | 0.5
CC(C)C[C@H]1CN(CCCC[C@@H]2CNC(=O)C(=O)N2CCc2ccccc2)C(=O)C(=O)N1CCc1ccc(O)cc1 | i | 0.9
C=C(C)Cn1c2ccc(NC(=O)NCCc3ccccc3)cc2c(=O)n1C | i | 1.4
O=C(NCc1ccccc1Cl)[C@H]1CCCN1C(=O)[C@H]1CCCN1C(=O)c1ccccc1 | i | 0.3
COc1ccc(-c2coc3c(C(=O)NCCc4ccccc4)cccc23)c(C)c1 | i | 1.6
Nc1ccc(S(=O)(=O)Nc2nccs2)cc1N=Nc1ccccc1[N+](=O)[O-] | i | 0.9
O=C(Nc1ccccc1)c1cccc2c(-c3cccnc3)coc12 | i | 0.8
OCc1ccc(-c2ccc3nccn3c2)cc1 | i | 1.5
COC(=O)[C@@]1(Cc2ccc(F)cc2)[C@H]2c3cc(C(=O)N4CCCC4)n(Cc4ccc(C)o4)c3C[C@H]2CN1C(=O)c1ccccc1 | i | 1.1
O=C(Nc1ccccc1OC(=O)c1ccccc1)c1ccccc1 | i | 3.2
O=C(COC(=O)c1ccccc1)NCCCCc1ccccc1 | i | 0.6
COCCNC(=O)C1CCCN(C(=O)Cc2ccc(F)cc2)CC1 (stereo not drawn) | i | 0.8
COc1ccc(CC(N)c2csc(Nc3cc(NCCCO)ncn3)n2)cc1 (stereo not drawn) | + | 3.3*
COc1ccc(NC(=O)c2cccc3ccccc23)cc1OC | i | 0.8
CN(C)CCN(C)C1CN(CCc2ccccc2)S(=O)(=O)C1 (stereo not drawn) | i | 0.5
CC(C)C[C@@H](CNCC(=O)[C@H](Cc1c[nH]c2ccccc12)NC(=O)c1[nH]cnc1C(=O)N[C@@H](C)CN)NC(=O)c1nc[nH]c1C(=O)N[C@@H](Cc1ccccc1)C(=O)O | i | 0.5
C[C@H]1CN([C@@H](C)CO)C(=O)CCCn2cc(nn2)CO[C@@H]1CN(C)C(=O)Nc1cccc(C(F)(F)F)c1 | i | 0.5
O=C(O)c1ccccc1NC(=O)C1CCN(S(=O)(=O)c2ccc3c(c2)OCCO3)CC1 | i | 1.3
O=C1C(Cl)=C(Oc2ccccc2)C(=O)c2ccccc21 | i | 1.4
COc1ccc(-c2c(C(=O)c3ccccc3)[nH]c(N)c2C(=O)NC2CC2)cc1OC | i | 1.2
COc1ccc(Nc2nc(NCc3cccs3)nc3ccsc23)cc1OC | i | 1.0
CN1CCn2cnc(C(=O)N3CCN(c4ccccc4)CC3)c2C1=O | i | 1.0
COc1cc(-c2cc3nc(NCCN(C)C)ccn3n2)cc(OC)c1OC | i | 1.0
CC(C)c1nc(CNC(=O)CC2C(=O)NCCN2Cc2ccccc2)cs1 (stereo not drawn) | i | 5.4
CC(C)CC(N)c1csc(Nc2ccc(C(=O)NCCCO)cn2)n1 (stereo not drawn) | i | 0.8
CN1CCN(C(=O)c2ccc(S(=O)(=O)N(C)c3ccccc3)cc2)CC1 | i | 1.5
COc1ccc(CN2C(=O)C(CC(=O)NCCCN(C)C)CC(C(=O)N(C(C)C)C(C)C)=C2C)cc1 (stereo not drawn) | i | 0.7
Cn1c(=O)c2cc(NC(=O)NCc3ccc(Cl)cc3Cl)ccc2n1Cc1ccccc1 | i | 1.2
Cc1ccc(S(=O)(=O)N2C[C@H]3[C@H]4C(=O)N(c5ccccc5)C(=O)[C@H]4C[C@H](OC(=O)NCC4CCCCC4)[C@@]3(O)C2)cc1 | i | 0.2
COc1ccccc1N(C)S(=O)(=O)c1ccc(C(=O)Nc2cc(OC)c(OC)c(OC)c2)cc1 | i | 1.3
COc1ccc(C(C)=O)cc1CON=C1CSCc2ccccc21 | i | 1.2
CCc1nc2ccc(C(=O)NCc3ccc(OC)cc3)cn2c1N(C)CCC(C)C | i | 0.9
CCCCN1CCCCC1(C)C(=O)NCc1cccs1 (stereo not drawn) | i | 1.3
CC(=O)c1cccc(OCc2cc(C(=O)N(C)Cc3nccs3)no2)c1 | i | 1.2
CCc1nc2c(OCCn3cccc3)cccn2c1N(C)C(=O)C1CC1 | i | 0.5
CCOC(=O)/C=C1/SCC(=O)N1Cc1ccc(Br)cc1 | i | 0.5
CC(C)(C)OC(=O)N1CCC[C@H]1C(=O)N1CCC[C@H]1C(=O)NCc1ccncc1 | i | 0.3
COc1ccc([C@H]2C[C@H](n3cc(COC(=O)c4ccccc4)nn3)[C@@H](O)CN2C(=O)c2cccs2)cc1 | i | 1.0
O=C(C=Cc1cccnc1)c1ccccc1 | i | 0.5
COc1cccc(-c2cnc3c(NC(C)=O)cc(-c4ccc(S(C)(=O)=O)cc4)cn23)c1 | i | 3.4
C[C@H](CO)N1C[C@H](C)[C@@H](CN(C)C(=O)c2cnccn2)Oc2cc(C#CCC3CCCC3)ccc2S1(=O)=O | i | 0.8
CCN(C(=O)COC(=O)C12CC3CC(CC(O)(C3)C1)C2)c1c(N)n(Cc2ccccc2)c(=O)[nH]c1=O | i | 1.6
N#Cc1cc2ccncc2c2ccccc12 | i | 0.2
CCOC(=O)C1(C)CCN1C(=O)c1ccc(OC)cc1 (stereo not drawn) | i | 0.8
COc1cc(NC(=NS(=O)(=O)c2ccccc2)c2ccccc2)ncn1 | i | 0.5
Cc1ccc(CN2CC(N3CCN(c4ccccn4)CC3)CS2(=O)=O)cc1 (stereo not drawn) | i | 2.3
CCC(C(=O)NCc1ccccc1)n1c(C2CCN(C(C)=O)CC2)nc2ccccc21 (stereo not drawn) | i | 1.4
CC1(c2nnnn2Cc2ccccc2)CCC(=O)N1Cc1cccs1 (stereo not drawn) | i | 1.5
COCC1CCN(C(=O)c2ccc3nc(Cc4cccc(Cl)c4)oc3c2)CC1 | i | 1.4
O=C1C=C(OCCF)CC(c2cccc(Cl)c2)O1 (stereo not drawn) | i | 2.0
COc1cccc(CN2CCC(C(=O)NC(C)c3cccc4ccccc34)CC2)c1 (stereo not drawn) | i | 0.6
CC(CCc1ccccn1)(CCc1ccccn1)C(=O)c1ccccc1 | i | 0.6
c1ccc(-c2cc(-c3cc(-c4ccccc4)on3)no2)cc1 | i | 0.7
